Bioassay records deposited in PubChem BioAssay by several laboratories.
STK33 inh – inhibitors of human STK33 kinase | 0.073% of 320,000 active | purified STK33, MBP phosphorylation, ADP-Glo luminescence | AID 2661 | Q9BYT3 | inhibition, % at 10 µM;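 active = inhibition at or above 25%, using the most active replicate where run in duplicate; inactive = inhibition below 25%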
Target sequence (Q9BYT3 whole entry, looked up): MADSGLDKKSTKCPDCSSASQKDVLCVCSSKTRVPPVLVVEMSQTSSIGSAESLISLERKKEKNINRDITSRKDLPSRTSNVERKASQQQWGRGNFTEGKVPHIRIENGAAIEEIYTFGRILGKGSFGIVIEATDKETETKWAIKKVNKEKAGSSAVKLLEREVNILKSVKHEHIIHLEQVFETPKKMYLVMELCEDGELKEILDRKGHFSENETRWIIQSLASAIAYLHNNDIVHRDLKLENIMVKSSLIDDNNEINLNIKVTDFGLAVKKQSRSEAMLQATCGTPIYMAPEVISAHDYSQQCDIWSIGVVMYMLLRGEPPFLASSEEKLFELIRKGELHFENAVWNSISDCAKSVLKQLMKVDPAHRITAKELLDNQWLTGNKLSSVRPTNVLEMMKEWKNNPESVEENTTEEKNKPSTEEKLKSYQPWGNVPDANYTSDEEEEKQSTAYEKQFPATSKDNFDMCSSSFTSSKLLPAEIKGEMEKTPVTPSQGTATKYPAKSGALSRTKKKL
OX1R antag-1 – blocks the human orexin 1 receptor; OX1R-expressing cells, FRET antagonist read-out; 1.8% of 330,000 active; AID 485270; inhibition, % at 6.6 µM; in the data active = inhibition mostly above about 38%, no sharp cut-off; inactive = mostly below about 40%;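 note: 0% = agonist challenge alone and 100% = reference antagonist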
Target sequence (O43613 whole entry, looked up): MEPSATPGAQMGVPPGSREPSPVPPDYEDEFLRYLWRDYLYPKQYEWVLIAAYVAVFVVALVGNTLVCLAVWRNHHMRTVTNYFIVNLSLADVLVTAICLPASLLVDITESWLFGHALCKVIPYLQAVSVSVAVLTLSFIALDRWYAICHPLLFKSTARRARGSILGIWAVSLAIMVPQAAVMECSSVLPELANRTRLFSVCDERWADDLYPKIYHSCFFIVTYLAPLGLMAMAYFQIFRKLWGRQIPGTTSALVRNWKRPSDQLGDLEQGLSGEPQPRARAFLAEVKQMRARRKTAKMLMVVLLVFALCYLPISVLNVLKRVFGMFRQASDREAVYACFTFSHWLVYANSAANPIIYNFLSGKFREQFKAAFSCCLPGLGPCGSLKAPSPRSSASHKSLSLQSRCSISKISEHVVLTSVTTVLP
OX1R antag-2 – human HCRTR1 antagonism; CHO/OX1R cells, Fluo-8 calcium fluorescence, orexin A; inhibition, % at 5 µM; 0.43% of 330,000 active; AID 434989;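 active = inhibition above its plate's threshold, mean inhibition of all tested compounds on the plate plus 3 SD, cut at about 37% in these data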;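 note: 0% = orexin A challenge wells and 100% = SB-334867-A antagonist wells; not every result past the cut was called active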
Active calls of the source: *; / = not tested or not shown.

Preview:
SMILES | STK33 inh | OX1R antag-1 | OX1R antag-2
Cc1cccc2sc(NNC(=O)c3ccc(S(=O)(=O)N4CCCC(C)C4)cc3)nc12 (stereo not given) | -0.9 | 3.3 | -22.2
Cc1ccccc1NC(=O)Cc1nnc(SCC(=O)NC2=NCCS2)n1C | -1.6 | 10.9 | -4.7
COc1ccc(C2N=C(c3ccccc3)NO2)cc1OC (stereo not given) | -0.5 | 27.9 | -12.9
O=C(CCN1CCCCC1c1cccnc1)NCc1ccccc1 (stereo not given) | -0.9 | 5.5 | -9.3
COc1ccc(CCNC(=O)c2c(O)c3ccccc3n(C)c2=O)cc1 | -4.5 | 8.7 | -43.2

Main list (from the top)
SMILES | STK33 inh | OX1R antag-1 | OX1R antag-2
Cc1cccc2sc(NNC(=O)c3ccc(S(=O)(=O)N4CCCC(C)C4)cc3)nc12 (stereo not given) | -0.9 | 3.3 | -22.2
Cc1ccccc1NC(=O)Cc1nnc(SCC(=O)NC2=NCCS2)n1C | -1.6 | 10.9 | -4.7
COc1ccc(C2N=C(c3ccccc3)NO2)cc1OC (stereo not given) | -0.5 | 27.9 | -12.9
O=C(CCN1CCCCC1c1cccnc1)NCc1ccccc1 (stereo not given) | -0.9 | 5.5 | -9.3
COc1ccc(CCNC(=O)c2c(O)c3ccccc3n(C)c2=O)cc1 | -4.5 | 8.7 | -43.2
COc1ccc(C(=O)N2CCN(CCc3ccccc3)CC2)cc1[N+](=O)[O-] | 1.3 | 28.0 | -10.9
C=CCN1C(c2cccc(C(F)(F)F)c2)=CS/C1=C(/C#N)c1nnc(N2CCOCC2)n1-c1ccccc1 | -1.1 | 14.4 | -45.5
CC1(C)C(c2ccccn2)=[N+]([O-])C(C)(C)N1O | -0.2 | 11.7 | -0.2
CN(C)C(=O)c1cnc(-c2ccccc2)nc1-c1ccccc1 | -1.0 | 9.3 | -28.6
CCCCn1c(N)c(N(CCOC)C(=O)CSc2nnc(C)n2-c2ccc(OC)cc2)c(=O)[nH]c1=O | 0.6 | 7.4 | -17.7
CC(=O)c1ccc(NC(=O)Cn2c3ccccc3c3nc(=O)cc(C)n32)cc1 | 1.5 | 13.4 | -27.4
COCCCN(CC(=O)Nc1ccc(F)cc1)S(=O)(=O)c1cccs1 | 7.3 | -2.2 | 15.4
COc1ccc(-n2c(C)nc3cc(C(=O)O)ccc32)cc1 | -3.0 | 13.8 | 2.2
COc1cc(/C=C2/SC(=O)N(Cc3ccccc3Cl)C2=O)ccc1OCc1ccncc1 | -3.1 | 7.6 | -20.2
C(=N\N=C\c1ccncc1)/c1ccncc1 | -1.3 | 4.5 | -8.7
COc1cccc(/C=N/Nc2ccc(Cl)nn2)c1 | -0.9 | 5.8 | -25.5
COc1ccc(C(=O)NNC(=O)CNC(=O)C2CCCCC2)cc1 | -0.3 | 17.0 | -8.8
CCCNC(=O)c1cc(S(=O)(=O)N2CCCCC2)c[nH]1 | -1.2 | 13.3 | 1.3
NC(CO)c1cn([C@@H](CCC(=O)O)C(=O)N2CCNCC2)nn1 (stereo not given in full) | 0.1 | 7.7 | -1.6
COc1cc(C(=O)N/C(=C\c2cn(C)c3ccccc23)C(=O)NCCCn2ccnc2)cc(OC)c1OC | -1.4 | 7.2 | -6.8
CCCCCNC(=O)C(C#N)c1nc2ccccc2nc1N1CCCC1 (stereo not given) | 1.2 | 22.1 | -19.6
CCCc1cc(=O)[nH]c(SCC(=O)Nc2cc3c(cc2C(C)=O)OCO3)n1 | -2.0 | 39.0 | 1.4
O=C(CSc1nnc(SCc2ccccc2)s1)NNC(=S)Nc1ccccc1 | 0.6 | 7.3 | -13.5
CN1CCN(c2ccc(CNS(=O)(=O)c3ccc(F)cc3Cl)cc2)CC1 | -0.9 | 8.4 | -0.6
Cc1nn(CC(=O)NCCc2ccc(Cl)cc2)c(C)c1[N+](=O)[O-] | -0.7 | 15.7 | 17.5
Cc1cc(C(=O)N2CCN(C(=O)c3ccco3)CC2)ccc1[N+](=O)[O-] | -2.7 | 10.5 | -2.4
CCOc1ccccc1-c1n[nH]c(=S)o1 | 0.8 | 3.9 | -5.5
Cc1ccc(C(=O)N2CCN(S(=O)(=O)N3CCOCC3)CC2)cc1 | 0.6 | 30.1 | -15.1
COc1ccccc1OCC(=O)NCCCn1ccnc1 | 0.8 | 10.9 | -14.3
CCN(CC)C(=O)CN(c1cccc([N+](=O)[O-])c1)S(=O)(=O)c1ccccc1 | -0.9 | 27.5 | -22.0

Complete entries, looked up by structure:
Results for CN1CCN(c2ccc(CNS(=O)(=O)c3ccc(F)cc3Cl)cc2)CC1 = STK33 inh = -0.9; OX1R antag-1 = 8.4; OX1R antag-2 = -0.6
Results for Cc1cc(C(=O)N2CCN(C(=O)c3ccco3)CC2)ccc1[N+](=O)[O-] = STK33 inh = -2.7; OX1R antag-1 = 10.5; OX1R antag-2 = -2.4

Remaining list, next part.
SMILES | STK33 inh | OX1R antag-1 | OX1R antag-2
Cc1ccc2c(c1C)OC(=O)CC2(C)C | -2.0 | 5.2 | 3.7
CCn1c(C)nnc1SCC(=O)NC1CCCC1 | -2.0 | 33.2 | 5.5
O=C(Oc1ccccc1)c1ccc(-n2cnnn2)cc1 | 0.3 | 9.2 | -4.6
Cc1cc(NC(=O)CCC(=O)N(CCC(C)C)CC(=O)NCC2CCCO2)no1 (stereo not given) | 0.4 | 7.9 | -4.2
C=CCn1c(SCc2ccc(OC)cc2)nnc1-c1cccnc1 | -0.8 | 6.7 | -14.7
N#Cc1c(Cn2cncn2)nc(=O)n(-c2ccccc2)c1N | -2.3 | 9.3 | 4.1
CC(/C=N/NC(=O)c1ccc(CN2c3cccc4cccc(c34)S2(=O)=O)cc1)c1ccccc1 (stereo not given) | 0.0 | 13.4 | -16.6
CC(=O)Nc1ccc(NC(=O)C(C)OC(=O)C(C)SCC(=O)Nc2ccc(C)cc2)cc1 (stereo not given) | 0.2 | 82.5* | -0.8
COc1ccc2nc(N3CCCC(C(=O)NCCCN4CCN(C)CC4)C3)sc2c1 (stereo not given) | -1.1 | 4.6 | -17.1
COCCN(C(=O)C1CCC1)c1nnc(-c2cccnc2)s1 | -5.5 | 24.5 | -2.0
COc1ccc(OC)c(Nc2nc3nonc3nc2N2CCCCC2)c1 | -1.3 | 12.2 | 0.6
Cn1c(=O)c2c(ncn2CCC(=O)N/N=C/c2ccncc2)n(C)c1=O | 0.0 | 1.7 | -2.3
COc1cc(OC)c(C(=O)OCC(=O)Nc2ccc(N3CCOCC3)cc2)cc1OC | -1.1 | -1.6 | -13.6
Cc1cc(C)n(C(=O)/C(C#N)=C/N(C)C)n1 | -0.3 | 4.8 | -11.0
COc1ccc(C(C)(C)C)cc1NC(=O)c1ccoc1C | -0.9 | 18.9 | -19.9
CCOC(=O)c1cnc(-c2ccccc2)nc1C(F)(F)F | 0.1 | 1.4 | -5.4
Cc1ccc(-n2ncc3c2ncn2nc(-c4ccco4)nc32)c(C)c1 | 1.0 | 34.5 | 0.3
COC(=O)Cc1nc(Nc2ccccc2)sc1C | -1.2 | 4.2 | -18.7
CCOc1ccc(OCCCC(=O)N2CCN(S(=O)(=O)c3ccc(Cl)cc3)CC2)cc1 | 1.2 | 10.9 | -29.5
O=c1oc(-c2ccccc2[N+](=O)[O-])nc2ccccc12 | 1.3 | 21.2 | -2.2
Cc1nonc1C(=O)N/N=C/c1ccncc1 | -0.9 | 14.5 | -10.8
O=C(NCc1cccs1)c1ccc(CS(=O)Cc2cccc(Cl)c2)o1 (stereo not given) | 0.7 | 14.2 | -27.4
CC(Sc1nnc(Cc2ccc3c(c2)OCO3)o1)C(N)=O (stereo not given) | / | 5.2 | -12.4
CCCS(=O)(=O)c1nc(S(=O)(=O)c2ccc(C)cc2)c(N2CC(C)OC(C)C2)s1 (stereo not given) | -1.9 | 7.6 | -12.1
CCc1ccc(NC(=O)C(C)Oc2nnc(-c3cccs3)c(-c3cccs3)n2)cc1 (stereo not given) | -1.3 | 36.2 | -17.2
COc1ccccc1OCC(=O)Nc1nnc(C2CCCC2)s1 | -0.8 | 14.4 | -9.6
Cn1nc(C(=O)N2CCOCC2)c2ccccc2c1=O | -0.5 | 14.2 | -12.8
Cc1cccc(N2CCN(C(C)C(=O)N3CCc4ccccc43)CC2)c1C (stereo not given) | -0.1 | 5.9 | -30.5
COc1ccc(OCC(=O)OCC(=O)NC2CCCC2)cc1 | -0.7 | 13.8 | -4.2
Cc1nc2ncnn2c(N2CCC(C(=O)NC3CCCC3)CC2)c1Cc1ccccc1 | -0.9 | 15.2 | -22.2
Cc1ccc2cccc(OCCCOc3ccccc3CO)c2n1 | -1.5 | 27.0 | -47.6
O=c1sc(/C=N/Nc2ccccc2)c(Cl)n1Cc1ccccc1 | / | 23.4 | 8.1
COc1cc(C(=O)Nc2ccc(S(=O)(=O)N(C)c3ccccc3)cc2)cc(OC)c1OC | -0.4 | 17.5 | -14.6
O=[N+]([O-])c1ccc(OCC(O)CN(CCO)CCO)cc1 (stereo not given) | -1.8 | 20.7 | -2.6
CC1Cc2ccccc2N1CC(=O)Nc1cccc(S(N)(=O)=O)c1 (stereo not given) | 0.6 | 7.5 | -4.0
Cn1nccc1C(=O)N1CCc2c([nH]c3ccccc23)C1c1ccc(F)cc1 (stereo not given) | -0.6 | 21.4 | -4.8
CS(=O)(=O)N1CCN(C(=O)c2cc(-c3cccnc3)nc3ccc(Br)cc23)CC1 | 0.3 | 14.7 | -31.2
CC1CCCCN1C(=O)CSc1nnc(-c2cccnc2)n1C1CCCCC1 (stereo not given) | -0.2 | 2.2 | -6.9
COC(=O)c1ccc(NC(=O)c2snnc2-c2ccccc2)cc1 | -1.7 | 28.4 | -2.0
CCOC(=O)c1c(C)n(C)c2ccc(O)c(CN3CCN(C)CC3)c12 | -1.6 | -0.7 | -11.7
O=C(C[C@@H]1C/C=C\C[C@H](Cc2ccc(F)cc2)C(=O)OCCNC1=O)NCCO | 0.5 | 3.9 | 1.8
COc1cc(/C=C/c2nc(N)nc(-c3ccccc3O)n2)cc(OC)c1OC | 1.4 | 16.0 | -35.2
Cc1ccc([C@H]2C(C(=O)O)=CC[C@@H](c3cccc(C)c3)N2S(=O)(=O)c2ccc(C)cc2)cc1 | -1.7 | 3.5 | -4.7
NC(=O)c1ccc(NS(=O)(=O)c2ccccc2F)cc1 | 0.7 | -0.9 | -6.2
Cc1ccc(/C=C/C(=O)N2CC(C)CC(C)C2)o1 (stereo not given) | 1.1 | 5.2 | -49.1

Look-ups from above:
In STK33 inh, NC(=O)c1ccc(NS(=O)(=O)c2ccccc2F)cc1 shows 0.7
In OX1R antag-2, CS(=O)(=O)N1CCN(C(=O)c2cc(-c3cccnc3)nc3ccc(Br)cc23)CC1 shows -31.2
In STK33 inh, CCOC(=O)c1c(C)n(C)c2ccc(O)c(CN3CCN(C)CC3)c12 shows -1.6
In STK33 inh, Cc1ccc(/C=C/C(=O)N2CC(C)CC(C)C2)o1 (stereo not given) shows 1.1
In STK33 inh, O=[N+]([O-])c1ccc(OCC(O)CN(CCO)CCO)cc1 (stereo not given) shows -1.8
In STK33 inh, Cn1nccc1C(=O)N1CCc2c([nH]c3ccccc23)C1c1ccc(F)cc1 (stereo not given) shows -0.6

Continued:
SMILES | STK33 inh | OX1R antag-1 | OX1R antag-2
O=C(NCC1CCCO1)C(c1ccncc1)N(Cc1ccc(F)cc1)C(=O)CN1C(=O)c2ccccc2S1(=O)=O (stereo not given) | / | 17.7 | -26.3
Cc1cc(C)c(NC(=O)c2cc(S(=O)(=O)N3CCOCC3)ccc2F)c(C)c1 | 0.1 | 3.2 | -22.1
COc1ccccc1C(CNc1ncnc2sc(C)c(C)c12)N(C)C (stereo not given) | -1.5 | 11.0 | -24.5
COC(=O)c1cc(=O)n(Cc2ccc3c(c2)OCO3)c(=Nc2ccccc2)s1 | 0.4 | 7.8 | -22.9
CCN(CC(=O)NC(=O)NCc1ccco1)Cc1ccccc1 | -1.1 | 9.7 | -21.7
Cc1c(C(=O)NC2CCS(=O)(=O)C2)oc2ccccc12 (stereo not given) | -2.0 | 5.3 | -12.3
O=C(Nc1cccc(NC(=O)c2cccnc2Cl)c1)c1ccco1 | 0.8 | 33.8 | -29.2
CCCCCc1ccc(-c2cn(Cc3ccc([N+](=O)[O-])cc3)nn2)cc1 | -0.1 | 18.5 | -20.5
CCOC(=O)Cc1cnc(N)s1 | -0.5 | 5.5 | -20.4
COc1cc(Cl)c(CN2CCC(CCC(=O)NC3CC3)CC2)cc1OC | -0.8 | 13.9 | -6.8
Cc1ccc(OCC(=O)Nc2ccc(CN3CCCCC3)cc2)c(C)c1 | -0.4 | 8.6 | -19.4
O=C(Nc1ccccc1F)Nc1ccccc1Br | -0.8 | 15.7 | -16.9
O=C1CC(N(CCc2ccccc2)C(=S)Nc2ccccc2)C(=O)N1c1ccc(Br)cc1 (stereo not given) | -1.6 | 3.2 | -13.6
CC1CCN(c2nc3ccccc3nc2C(C#N)C(=O)NC2CCCCC2)CC1 (stereo not given) | -0.9 | 19.4 | -23.9

Given with two lines to a compound: entries from further up.
Screens in order: STK33 inh | OX1R antag-1 | OX1R antag-2
CC1CCN(c2nc3ccccc3nc2C(C#N)C(=O)NC2CCCCC2)CC1 (stereo not given)
 : -0.9 | 19.4 | -23.9
CCCCCc1ccc(-c2cn(Cc3ccc([N+](=O)[O-])cc3)nn2)cc1
 : -0.1 | 18.5 | -20.5
Cc1c(C(=O)NC2CCS(=O)(=O)C2)oc2ccccc12 (stereo not given)
 : -2.0 | 5.3 | -12.3
Cc1cc(C)c(NC(=O)c2cc(S(=O)(=O)N3CCOCC3)ccc2F)c(C)c1
 : 0.1 | 3.2 | -22.1

Compounds as they come; overall some 2.2% were active at least once.
